GPR35 antagonists: GPR35 antagonists blocking zaprinast-driven arrestin recruitment, primary screen, imaging, U2OS, beta-arrestin-GFP, zaprinast agonist (AID 2058); U2OS GPR35 beta-arrestin-GFP translocation imaging, zaprinast antagonism; higher % means a stronger effect; one-dose inhibition, % at 10 µM; IC50 in µM for titrated hits; 290,000 tested, 0.052% active;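 active means inhibition of at least 50% with at least 30 cells and total cytoplasm GFP at most 10,000,000; inconclusive means under 30 cells or total GFP of 10,000,000 plus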
GPR55 LPI antagonism: inhibition of LPI-stimulated GPR55 beta-arrestin translocation – imaging, U2OS, beta-arrestin-GFP, LPI agonist, primary screen (AID 2013) | U2OS GPR55 beta-arrestin-GFP translocation imaging, LPI antagonism; higher % means a stronger effect | inhibition, % at 10 µM, or IC50 in µM where a hit was titrated | 290,000 tested, 0.13% active;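 active means spots per cell inhibited over 60%, with over 100 cells counted and total cytoplasm intensity under 500,000; inconclusive means wells with under 100 cells, flagged as likely toxic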;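 further: U2OS cells stably carrying GPR55 and arrestin-GFP stimulated by 5 µM LPI near EC80; imaged beta-arrestin-GFP aggregate spots per cell after agonist stimulation; plate controls were LPI-stimulated DMSO wells for no effect and DMSO wells without LPI for full effect; some results filed as inactive read as strong as hits; confirmed hits need IC50 under 10 µM and bright autofluorescent wells are also inconclusive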
Myeloid diff 2: compounds promoting myeloid differentiation. ER-HoxA9 myeloid progenitors, lysozyme-GFP differentiation, flow cytometry. calls only at 10 µM. 360,000 tested, 1% active;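 active means normalized GFP-positive differentiation at or above the plate's own cutoff, the solvent-only control mean plus 3 SD; inconclusive means no clear call, values can overlap the other calls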;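 further: cells exposed to compound for four days before flow analysis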
NOD1 NF-kB reporter: NOD1 signaling inhibitors, primary screen, cell-based, luminescence, uHTS (AID 1578). NOD1-driven NF-kB luciferase reporter cells, luminescence; higher % means a stronger effect. 290,000 tested, 1% active. one-dose inhibition, % at 4 µM; EC50 in µM for titrated hits; in the data active means inhibition mostly above about 36%, no sharp cut-off; inactive means mostly below about 34%;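 further: HEK-293T reporter cells stimulated with the NOD1 agonist gamma-tri-DAP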
KOR beta-arrestin-1: kappa opioid receptor activators – cell-based, luminescence, uHTS, primary screen (AID 1777); KOR beta-arrestin recruitment, luminescence; higher % means a stronger effect; 280,000 tested, 0.02% active; one-dose activation, % at 10 µM; EC50 in µM for titrated hits; in the data active means activation above about 50%, passing the limit was not always enough; further: a part of the inactive calls stands beside numbers as strong as those of hits
GPR55 beta-arrestin: selective activators of receptor GPR55 – imaging, U2OS cells, beta-arrestin-GFP redistribution, primary screen (AID 1961); U2OS GPR55 beta-arrestin-GFP redistribution imaging; higher % means a stronger effect; activation, % at 10 µM; hits with a dose series show EC50 in µM; 290,000 tested, 0.048% active;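 active means activation above 40% with more than 50 cells counted in the well; inconclusive means wells holding fewer than 50 cells, flagged as toxic or sparse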;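 further: U2OS osteosarcoma cells stably expressing GPR55 and beta-arrestin-GFP; plate controls were DMSO negative control for no effect and LPI positive control for full effect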
NOD2 inhibition: NOD2 signaling inhibitors, cell-based, luminescence, uHTS, HEK293 (AID 1566); HEK293 NOD2/NF-kB luciferase reporter, luminescence; higher % means a stronger effect; one-dose inhibition, % at 4 µM; EC50 in µM for titrated hits; 290,000 tested, 0.63% active; further: many of its hits are not listed in these tables
HIV peptide binding: inhibitors of HIV fusion peptide binding, primary screen, biochemical, uHTS, fluorescence dequenching (AID 1986) | cell-free peptide binding, fluorescence dequenching, 30 min; higher % means a stronger effect | 290,000 tested, 0.3% active | inhibition, % at 20 µM, or IC50 in µM where a hit was titrated; in the data active means inhibition mostly above about 52%, no sharp cut-off; inactive means mostly below about 76%; further: some results filed as inactive read as strong as hits
KOR beta-arrestin-2: kappa opioid receptor blockers – cell-based, luminescence, uHTS (AID 1778) | one-dose inhibition, % at 10 µM; IC50 in µM for titrated hits | 290,000 tested, 0.091% active | KOR beta-arrestin recruitment, luminescence, antagonist mode; higher % means a stronger effect; further: strong numbers were not always called active
Myeloid diff 2 GFP+ MAC1+ %: further read-out of Myeloid diff 2, marked with its call; GFP+ MAC1+ double positive, %; measured here: differentiation confirmed by MAC1 staining
An asterisk follows results filed as active; i = inactive; ? = inconclusive; / = no result given; [ ] = remark or other dose. Unless noted, no stated cut-off is given here; in the data, active means inhibition above about 50%; inactive means the rest. This is a subset; the hit share may differ from the screen's.

Structure	GPR35 antagonists	GPR55 LPI antagonism	Myeloid diff 2	Myeloid diff 2 GFP+ MAC1+ %	NOD1 NF-kB reporter	KOR beta-arrestin-1	GPR55 beta-arrestin	NOD2 inhibition	HIV peptide binding	KOR beta-arrestin-2
CCOc1ccc(N(Cc2cc3cc(C)ccc3[nH]c2=O)C(=O)COC)cc1	5%	-4%	i	0.8	-8%	-2.0%	0.5%	18%	0.9%	-39%[20 µM]
Cc1cc(C(=O)CN2C(=O)C(=O)N(Cc3ccccc3)C2=O)c(C)n1-c1ccc2c(c1)OCCO2	-10%	-5%	i	0.0	-21%	-1.5%	-0.5%	-15%	-1.6%	-16%
O=C(NCCCN1CCOCC1)/C(=C/c1ccco1)NC(=O)c1ccccc1	8%	-1%	i	0.5	-20%	-1.4%	-0.1%	11%	-0.5%	19%
CCCCC(c1nnnn1CC1CCCO1)N1CCN(c2cccc(C)c2C)CC1 (stereo unspecified)	-7%	21%	i	0.5	-33%	-7.0%	-0.1%	-15%	-1.8%	13%
O=C(Nc1ccc(Br)cc1)c1ccc(N2C(=O)C3CC=C(Cl)CC3C2=O)cc1 (stereo unspecified)	-3%	11%	i	0.5	-81%	0.7%	-0.1%	-2%	2.5%	-11%
O=C(Cc1ccc(Cl)c(Cl)c1)OCC(=O)c1ccc[nH]1	-2%	-5%	i	2.3	-28%	3.3%	0.2%	10%	-0.7%	17%
Cc1ccc(N2C(=O)C3C4C=CC(CNC(=S)N5CCN(c6ccccn6)CC5)(O4)C3C2=O)cc1 (stereo unspecified)	-7%	7%	i	0.3	4%	-1.9%	0.0%	21%	0.8%	-1%
Cc1ccc(-c2nnn(CC(=O)N(CC(=O)NC3CCCC3)c3ccc(F)c(Cl)c3)n2)o1	-4%	12%	i	0.6	-29%	-6.8%	0.9%	-4%	-0.2%	-24%
O=C(NCCc1ccc(O)cc1)c1ccc(Cl)cc1	-12%	5%	/	/	-33%	-2.1%	-0.1%	-69%	-2.6%	22%
Cc1cccc(COc2ccccc2C(=O)OCC(=O)N(C)c2c(N)n(Cc3ccccc3)c(=O)[nH]c2=O)c1	-1%	17%	i	0.9	-49%	0.1%	-0.1%	1%	-1.2%	10%

The list continues:
Structure	GPR35 antagonists	GPR55 LPI antagonism	Myeloid diff 2	Myeloid diff 2 GFP+ MAC1+ %	NOD1 NF-kB reporter	KOR beta-arrestin-1	GPR55 beta-arrestin	NOD2 inhibition	HIV peptide binding	KOR beta-arrestin-2
O=C(NCCN1CCOCC1)c1ccc(/C=C2\Sc3ccccc3N(Cc3ccccc3F)C2=O)cc1	-11%	7%	?	/	20%	1.3%	-0.2%	-5%	0.9%	-14%
COC(=O)Cc1cc(=O)n2[nH]c(C(F)(F)F)nc2n1	-10%	23%	i	0.6	25%	2.1%	-0.1%	17%	-0.4%	-4%
Oc1ccc(CN2CCN(c3ccccc3)CC2)c2cccnc12	2%	11%	i	1.0	-15%	-5.3%	-0.2%	13%	-1.5%	-68%
Cc1ccccc1-c1nnc(Cc2ccccc2)o1	-3%	-4%	i	0.7	-22%	-0.8%	-0.1%	-41%	2.7%	-9%
Cc1ccc(OCC(=O)N/N=C2/SCC(=O)N2Cc2ccco2)cc1	1%	-2%	i	0.6	7%	3.9%	0.6%	-12%	-0.9%	-37%
COC(=O)Nc1nnc(Cc2ccccc2)s1	16%	24%	i	5.5	-28%	-5.3%	0.0%	19%	1.8%	-5%
COC(=O)COc1cccc2c(=O)n(CC(=O)N3CCC(C)CC3)ccc12	8%	9%	i	0.4	0%	1.3%	-0.1%	13%	-0.5%	29%
O=C(CCc1c[nH]c2ccccc12)NCc1ccc2c(c1)OCO2	7%	13%	i	0.7	4%	-2.2%	-0.1%	3%	-1.8%	6%
COc1ccc(CCNC(=O)c2ccc(-c3cccc([N+](=O)[O-])c3)o2)cc1OC	7%	7%	i	0.5	24%	-5.3%	-0.1%	14%	-2.0%	-69%[20 µM]
CSc1oc(-c2cccs2)nc1S(=O)(=O)c1ccccc1	-10%	-8%	i	0.7	-4%	5.0%	-0.1%	6%	-0.3%	3%

(more compounds)
Structure	GPR35 antagonists	GPR55 LPI antagonism	Myeloid diff 2	Myeloid diff 2 GFP+ MAC1+ %	NOD1 NF-kB reporter	KOR beta-arrestin-1	GPR55 beta-arrestin	NOD2 inhibition	HIV peptide binding	KOR beta-arrestin-2
CCC(CC)COC(=O)C(C#N)c1nc2ccccc2nc1N1CCN(CC)CC1 (stereo unspecified)	14%	16%	i	14	-17%	16%	-0.1%	-7%	-0.6%	-19%
Cc1ccc(C)c(OCC(=O)Nc2nonc2NC(=O)COc2cc(C)ccc2C)c1	-7%	15%	i	0.4	-16%	1.4%	-0.4%	8%	3.9%	15%
CCCCC(=O)Nc1c2c(nn1-c1ccc(C)cc1)CS(=O)(=O)C2	8%	0%	i	0.5	-18%	-0.2%	-0.3%	17%	-1.5%	-9%
CCC1C(O)=C(c2ccccn2)C(=N)N1c1ccccc1 (stereo unspecified)	1%	-1%	i	8.6	-7%	/	-1.0%	7%	0.6%	0%
CCCC(c1nnnn1Cc1ccco1)N1CCC(C(N)=O)CC1 (stereo unspecified)	13%	8%	i	1.8	2%	2.3%	-0.3%	11%	-2.4%	12%
CCNC(=O)CC1C(=O)N(CC)C(=S)N1NC(=O)c1ccccc1 (stereo unspecified)	-2%	-14%	i	0.3	6%	-1.4%	-0.1%	14%	0.1%	-29%
CC(C)C12CN3CC(C(C)C)(CN(C1)C3c1ccc([N+](=O)[O-])o1)C2=O (stereo unspecified)	-9%	5%	i	0.0	-2%	-4.3%	0.7%	18%	1.5%	-1%
O=C(CCc1ccccn1)N1CCCC(N2CCN(c3cccc(C(F)(F)F)c3)CC2)C1 (stereo unspecified)	-4%	-7%	i	6.9	-19%	-0.1%	-0.1%	9%	0.5%	9%
O=C(N/N=C/c1cc(Br)cs1)c1c[nH]c2ccccc12	-1%	1%	i	0.4	-4%	12%	-0.2%	-31%	-1.2%	/
Cc1ccc(S(=O)(=O)N(C)c2ccc(OC(=O)c3ccc(N4CCCC4=O)cc3)cc2)cc1	-2%	15%	?	/	-47%	5.3%	0.5%	-4%	1.9%	-31%

Other records:
Structure	GPR35 antagonists	GPR55 LPI antagonism	Myeloid diff 2	Myeloid diff 2 GFP+ MAC1+ %	NOD1 NF-kB reporter	KOR beta-arrestin-1	GPR55 beta-arrestin	NOD2 inhibition	HIV peptide binding	KOR beta-arrestin-2
CC(C)CNS(=O)(=O)c1ccc(CCC(=O)Nc2ccc3c(c2)OCO3)cc1	-6%	17%	i	0.5	/	1.5%	-0.1%	-14%	0.5%	-4%
CN1C(=O)c2ccccc2Sc2ccc(NC(=O)NC3CC3)cc21	4%	3%	i	2.6	10%	6.9%	-0.2%	11%	-0.2%	-9%
COCCn1c(-c2ccc(C#N)cc2)nc2c1c(=O)[nH]c(=O)n2Cc1ccccc1	-3%	6%	i	0.2	-40%	-1.1%	0.1%	11%	2.7%	0%
CCN(CC(=O)NC)S(=O)(=O)c1ccc(Br)cc1	-4%	3%	i	0.1	-11%	-1.2%	-0.1%	11%	-1.4%	29%
Cc1ccc(S(=O)(=O)NC(CC(C)C)C(=O)N2CCC(C)CC2)cc1 (stereo unspecified)	-3%	3%	i	0.7	-26%	0.1%	-0.1%	-12%	-0.3%	-28%
Cc1cc(NC(=O)c2cc(-c3ccccn3)nc3c(Cl)cccc23)no1	-4%	-6%	i	0.5	-12%	7.4%	-0.1%	29%	-1.6%	-2%
O=C1CCCC2=C1C(c1cccs1)n1nc(SCc3ccccc3)nc1N2 (stereo unspecified)	-10%	14%	i	0.7	/	-4.2%	-0.1%	14%	-0.6%	29%
Brc1ccc(/C=N/Nc2ccccn2)cc1	-2%	11%	i	0.3	-47%	-4.1%	-0.1%	-51%	-0.3%	0%
COCCNC(=O)CN(C(=O)CCC(=O)Nc1ccccn1)c1ccccc1OC	7%	13%	i	0.5	-2%	-2.2%	-0.2%	-4%	0.9%	-39%[20 µM]
N#Cc1c(-c2cccnc2)c2c([nH]c1=O)-c1ccccc1OC2	0%	8%	i	0.5	-9%	1.0%	0.3%	13%	3.0%	-12%

The listing continues:
Structure	GPR35 antagonists	GPR55 LPI antagonism	Myeloid diff 2	Myeloid diff 2 GFP+ MAC1+ %	NOD1 NF-kB reporter	KOR beta-arrestin-1	GPR55 beta-arrestin	NOD2 inhibition	HIV peptide binding	KOR beta-arrestin-2
Cc1ccc2cccnc2c1NC(=S)NC(=O)c1ccccc1	-1%	0%	i	2.3	-31%	-2.3%	-0.1%	-3%	0.0%	-9%
COC(=O)CC1=C(C)C(=O)CC2C(C)(C)CCCC12C (stereo unspecified)	6%	8%	i	7.1	-21%	-0.3%	-0.2%	2%	0.9%	14%
CCSc1ccccc1C(=O)N1CCN(c2ccccc2F)CC1	-3%	-1%	i	6.6	-34%	-2.0%	-0.1%	-11%	-2.7%	33%
c1ccc(C2Nc3ccccc3-c3nc4ccccc4n32)cc1 (stereo unspecified)	-1%	21%	i	0.8	-2%	0.2%	0.0%	-12%	-1.0%	10%
COc1ccc(C(=O)NCCc2nnc3ccc(SCC(=O)N4CCOCC4)nn23)cc1	2%	-2%	i	2.8	-12%	6.8%	-0.1%	8%	0.2%	-27%
COC(=O)c1ccc(-c2ccc(OC)c([C@H]3[C@H]4C=CC[C@@H](C)[C@@H]4C(=O)N3Cc3ccccc3)c2)cc1	-7%	20%	i	1.4	-1%	3.1%	-0.1%	16%	3.1%	19%
COc1ccc(OC)c(-n2c(-c3cc(-c4ccccc4)n[nH]3)n[nH]c2=S)c1	15%	-5%	i	0.8	-14%	4.7%	-0.8%	10%	0.5%	0%
CN(C)C(=O)c1nc2ccc(Cl)cn2c1CN1CCN(c2ncccn2)CC1	-8%	16%	i	0.1	-28%	/	-0.1%	-13%	1.2%	-18%[20 µM]
COCCCNC(=O)/C(C#N)=C/c1ccc(OCC(=O)O)c(OC)c1	-11%	13%	i	0.6	-26%	-2.1%	-0.3%	9%	18%	18%
Cc1c(NC(=O)c2cccc(F)c2)c(=O)n(-c2ccccc2)n1C	-10%	9%	i	8.0	16%	0.6%	0.5%	2%	-3.2%	-2%
Cc1ccc(NC(=O)c2cc(S(=O)(=O)c3ccccc3)ccc2Cl)cc1	12%	-2%	i	1.1	16%	0.1%	-0.2%	24%	-2.4%	25%
COCCNC(=S)Nc1ccccc1[N+](=O)[O-]	2%	-1%	i	1.3	-31%	-1.9%	0.2%	4%	-0.1%	-21%

Screening data as filed in PubChem BioAssay.
